High-throughput results: PubChem, Fisher Drug Discovery Resource Center
hcGAS inh: Primary biochemical luminescence assay for human cyclic GMP-AMP synthase inhibitors; 290,000 tested, 0.081% active; Q8N884; recombinant h-cGAS, ATP depletion, Kinase-Glo luminescence; inhibition, % at 12.5 µM;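 note: 0% = vehicle reaction and 100% = reaction without DNA for no activity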
Target sequence (Q8N884 whole entry, looked up): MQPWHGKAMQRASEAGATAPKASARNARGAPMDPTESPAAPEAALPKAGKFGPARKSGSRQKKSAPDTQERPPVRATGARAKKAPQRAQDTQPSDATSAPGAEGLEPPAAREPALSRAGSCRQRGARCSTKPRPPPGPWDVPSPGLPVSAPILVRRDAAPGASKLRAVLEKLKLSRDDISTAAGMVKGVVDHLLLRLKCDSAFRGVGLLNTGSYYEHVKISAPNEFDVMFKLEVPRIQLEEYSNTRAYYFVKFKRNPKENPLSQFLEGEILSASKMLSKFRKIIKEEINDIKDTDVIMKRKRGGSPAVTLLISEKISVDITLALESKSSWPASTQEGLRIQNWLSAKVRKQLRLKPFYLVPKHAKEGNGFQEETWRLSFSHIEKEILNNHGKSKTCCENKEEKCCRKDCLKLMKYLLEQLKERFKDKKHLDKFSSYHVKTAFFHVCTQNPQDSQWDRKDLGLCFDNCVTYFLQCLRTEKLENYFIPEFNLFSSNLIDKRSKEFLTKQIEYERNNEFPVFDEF
NPYLR7 agonist: agonists of mosquito NPYLR7 receptor, primary screen, cell-based, Aedes aegypti, calcium fluorescence, mosquito biting behavior | Aedes aegypti neuropeptide Y-like receptor 7 (NPYLR7) | HEK293T NPYLR7/Galpha15, GCaMP6s calcium fluorescence | activation, % at 10 µM | 270,000 tested, 0.15% active; in the data active = activation above about 40%;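 note: 0% = vehicle and 100% = reference agonist at the receptor; some compounds past the cut are filed as inactive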
mcGAS inh: cyclic GMP-AMP synthase inhibitors, mouse, primary biochemical chemiluminescence | Q8C6L5 | 160,000 tested, 0.15% active | AID 1259399, 2018 | recombinant cGAS, Kinase-Glo ATP depletion luminescence | inhibition, % at 12.5 µM;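 note: 0% = negative control wells and 100% = reference inhibitor with no enzyme activity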
The depositor's hits bear a star. Cut-off read from the data, not from the text of the source, unless noted: active = inhibition above about 40%; inactive = the rest.

What do the screens show for `Cc1ccc(-n2cccn2)c(CN2CCC(C(=O)N3CCOCC3)CC2)c1`?
hcGAS inh: -2; NPYLR7 agonist: 0

How did O=C(NCc1ccncc1)c1cnn(-c2ccccc2Cl)c1-c1ccccc1 do in these assays?
hcGAS inh: -4; NPYLR7 agonist: 7; mcGAS inh: -4

What do the screens show for `CSc1ccc(/C=C2/N=C(c3cccc([N+](=O)[O-])c3)OC2=O)cc1`?
hcGAS inh: -6; NPYLR7 agonist: 0; mcGAS inh: -5

How did O=C(c1ccc(C(F)(F)F)nc1)N1CCOC(COCc2cccc(C(F)(F)F)c2)C1 (stereo not given) do in these assays?
hcGAS inh: 4; NPYLR7 agonist: 5

How did O=C1/C(=C/c2ccc(-c3ccc(Cl)c(Cl)c3)o2)C=C(c2ccccc2)N1c1ccc(Br)cc1 do in these assays?
hcGAS inh: -3; NPYLR7 agonist: 0; mcGAS inh: -3

Results for O=C(Nc1ccccc1OC(F)F)N1CCN(CC(OCc2c(F)cccc2F)c2ccc(Cl)cc2)CC1 (stereo not given) ?
hcGAS inh: -3; mcGAS inh: -5

Results for CCNC(=O)NC(=O)CN1CCC2(CC1)OCCO2 ?
hcGAS inh: -8; NPYLR7 agonist: 2

How did Cc1ccccc1C1c2ccsc2CCN1CCC(=O)N1CCCN(C(=O)C(C)(C)CCl)CC1 (stereo not given) do in these assays?
hcGAS inh: -3; NPYLR7 agonist: 19; mcGAS inh: -8

What do the screens show for `Cc1cccc(-n2nnnc2SCC(=O)N2C(C)CCCC2C)c1C` (stereo not given)?
hcGAS inh: -1; NPYLR7 agonist: -4; mcGAS inh: -3

How did CC(C)c1ccc(C2=Nc3nnnn3C(c3ccc(Br)cc3)C2)cc1 (stereo not given) do in these assays?
hcGAS inh: -5; NPYLR7 agonist: 8

What do the screens show for `COCCNC(=O)CCC1CCN(C(=O)NCc2ccccc2)CC1`?
hcGAS inh: -8; NPYLR7 agonist: 7

Results for O=C(CN1CCN(C(=O)C2CCc3ccccc3C2)CC1)N1CCCC1 (stereo not given) ?
hcGAS inh: 4; NPYLR7 agonist: 0; mcGAS inh: 1

What do the screens show for `CC(C)CNCc1cccn1Cc1cccc(F)c1`?
hcGAS inh: -5; NPYLR7 agonist: -11; mcGAS inh: -4

How did CCOc1ccc(-c2nc3n(n2)C(c2ccccc2Cl)C(C(=O)Nc2cccnc2)=C(C)N3)cc1 (stereo not given) do in these assays?
hcGAS inh: -4; NPYLR7 agonist: 5

How did CC1CN(C(=O)NCCCN(C)CC(F)(F)F)CC(C)S1 (stereo not given) do in these assays?
hcGAS inh: -15; NPYLR7 agonist: 5

What do the screens show for `Cc1ncc(CNC(=O)Nc2ccc3c(c2)NC(=O)CC3)s1`?
hcGAS inh: -8; NPYLR7 agonist: 1

How did COC(=O)CCCC(=O)N1CCCC(N2CCN(Cc3ccc4c(c3)OCO4)CC2)C1 (stereo not given) do in these assays?
hcGAS inh: -4; NPYLR7 agonist: 0

Results for CC(C)c1cc(C(=O)N2CCCC(c3[nH]ncc3-c3ccccc3)C2)on1 (stereo not given) ?
hcGAS inh: -2; NPYLR7 agonist: 9; mcGAS inh: -10

Results for COc1ccc(CC(=O)NCCS(=O)(=O)N2CCc3ccccc32)cc1OC ?
hcGAS inh: 2; NPYLR7 agonist: -7

Results for CC(C)c1c(C(=O)NCc2ccncc2)cnn1-c1ccc(Cl)cc1 ?
hcGAS inh: -5; mcGAS inh: -4

What do the screens show for `Cc1ccc(OCC(=O)Nn2cnc3scc(-c4ccco4)c3c2=O)c(C)c1`?
hcGAS inh: -6; NPYLR7 agonist: 6

How did CCOC(=O)N1CCN(C(c2cccs2)c2c(C)[nH]c3ccccc23)CC1 (stereo not given) do in these assays?
hcGAS inh: -7; NPYLR7 agonist: 0; mcGAS inh: -16

How did Cc1ccc(Cc2nc(CSc3ccccc3Cl)cs2)cc1 do in these assays?
hcGAS inh: -3; NPYLR7 agonist: 6; mcGAS inh: -5

What do the screens show for `CC(=O)Oc1ccc2c(c1C(C)C)CCC1C(C)(C)CCC[C@]21C` (stereo not given in full)?
hcGAS inh: -6; mcGAS inh: -4

Results for Cc1ccsc1CN(Cc1ccccc1)C(=O)CN(CC(C)C)C(=O)Nc1ccc(Cl)cc1 ?
hcGAS inh: -3; NPYLR7 agonist: 2; mcGAS inh: -3

What do the screens show for `Cc1n[nH]c(=O)c(C(=O)Nc2ccc(-c3ccccc3)c(C(F)(F)F)c2)c1C`?
hcGAS inh: -5; NPYLR7 agonist: 0; mcGAS inh: -9

How did FC(F)(F)c1cc(-c2ccco2)nc(-n2cc(Cl)cn2)n1 do in these assays?
hcGAS inh: -12; NPYLR7 agonist: 7

How did O=S(=O)(c1ccc(Oc2ccc(S(=O)(=O)N3CCCCC3)cc2)cc1)N1CCCCC1 do in these assays?
hcGAS inh: -7; NPYLR7 agonist: -2; mcGAS inh: -4

How did CC(C)(C)CC(=O)N(CC(=O)N(CCc1c[nH]c2ccccc12)Cc1ccc(Cl)c(Cl)c1)C1CC1 do in these assays?
hcGAS inh: -6; NPYLR7 agonist: 15; mcGAS inh: -8

Results for C=C(C)CNC(=O)c1ccc(-n2nc(C(=O)OCC)cc2-c2ccccc2C)cc1 ?
hcGAS inh: -1; NPYLR7 agonist: 0; mcGAS inh: -5

How did O=C(CN1C(=O)c2cc(Cl)c(Cl)cc2C1=O)c1ccc[nH]1 do in these assays?
hcGAS inh: -4; NPYLR7 agonist: 2; mcGAS inh: -5

How did COCCCn1c(C(=O)NCc2cccnc2)cc2c(=O)n(C)c(=O)n(C)c21 do in these assays?
hcGAS inh: -5; NPYLR7 agonist: 1; mcGAS inh: -11

Results for CC(=O)N1CCCC(N2CCN(c3cccc(C(F)(F)F)c3)CC2)C1 (stereo not given) ?
hcGAS inh: 1; NPYLR7 agonist: -5; mcGAS inh: 1

What do the screens show for `COC(=O)C1(C)CC2NC3C(c4ccccc42)c2ccccc2N31` (stereo not given)?
hcGAS inh: -6; NPYLR7 agonist: 0

How did CCOc1ncccc1C(=O)Nc1ccc(C#N)cc1Br do in these assays?
hcGAS inh: -8; NPYLR7 agonist: 1

How did Cc1ccc(-c2noc(-c3cccn(CC(=O)Nc4ccccc4F)c3=O)n2)cc1 do in these assays?
hcGAS inh: -1; mcGAS inh: -1

What do the screens show for `COc1ccc(C(=O)CSc2nnc(-c3ccccc3F)n2-c2ccccc2C)cc1`?
hcGAS inh: -10; NPYLR7 agonist: 12; mcGAS inh: -5

How did Cc1ccc(Cn2c(C)c(C(=O)NCc3cccc(C)c3)sc2=O)cc1 do in these assays?
hcGAS inh: -7; NPYLR7 agonist: 11

Results for COC(=O)C(C)Sc1nc2c(c(=O)n(C)c(=O)n2C)n1CCC(C)C (stereo not given) ?
hcGAS inh: -13; NPYLR7 agonist: -10

What do the screens show for `CCN(CC)C(=S)SCc1nc(N)nc(Nc2ccc(C)cc2)n1`?
hcGAS inh: -4; NPYLR7 agonist: 2

4 entries out of the list, ordered by count of non-hydrogen atoms, rising.
How did O=C(CN1C(=O)c2cc(Cl)c(Cl)cc2C1=O)c1ccc[nH]1 do in these assays?
hcGAS inh: -4; NPYLR7 agonist: 2; mcGAS inh: -5

How did COCCCn1c(C(=O)NCc2cccnc2)cc2c(=O)n(C)c(=O)n(C)c21 do in these assays?
hcGAS inh: -5; NPYLR7 agonist: 1; mcGAS inh: -11

How did Cc1ccc(-c2noc(-c3cccn(CC(=O)Nc4ccccc4F)c3=O)n2)cc1 do in these assays?
hcGAS inh: -1; mcGAS inh: -1

What do the screens show for `COc1ccc(C(=O)CSc2nnc(-c3ccccc3F)n2-c2ccccc2C)cc1`?
hcGAS inh: -10; NPYLR7 agonist: 12; mcGAS inh: -5

The list goes on.
How did CC1CC(=NNc2nc3ccccc3[nH]2)CC(C)(C)C1 (stereo not given) do in these assays?
hcGAS inh: -5; NPYLR7 agonist: 3; mcGAS inh: -6

How did COc1c(C)cnc(CNC(=O)C2CCN(c3ccc(Cl)nn3)CC2)c1C do in these assays?
hcGAS inh: 2; NPYLR7 agonist: -2

What do the screens show for `Cc1cccc(N(CC(=O)N(C)Cc2n[nH]c3c2CCCCC3)S(C)(=O)=O)c1`?
hcGAS inh: -6; NPYLR7 agonist: 3; mcGAS inh: -11

What do the screens show for `CCOc1ccc(-c2ncncc2Oc2ccccc2Br)c(O)c1`?
hcGAS inh: -1; NPYLR7 agonist: -1; mcGAS inh: 3

How did Cc1ccc(C)c(S(=O)(=O)NCCNc2cc(-n3cccn3)nc(C)n2)c1 do in these assays?
hcGAS inh: -5; NPYLR7 agonist: -6; mcGAS inh: -8

How did O=C(c1ccccc1Oc1ccccc1)N1C[C@@H]2[C@H](C1)[C@H]1CC[C@@H]2O1 do in these assays?
hcGAS inh: 0; NPYLR7 agonist: 1

Results for CCN(C(=O)C(C)OC(=O)C1=NN(c2cc(C)ccc2C)C(=O)CC1)C1CCS(=O)(=O)C1 (stereo not given) ?
hcGAS inh: -2; NPYLR7 agonist: 4

Results for CC(C)OCCN1CCC(NC(=O)C2=NOC(c3ccccc3)C2)CC1 (stereo not given) ?
hcGAS inh: -4; NPYLR7 agonist: -1

How did COc1ccc(-n2ccnc2CN2CCCC(O)(CO)CC2)cc1 (stereo not given) do in these assays?
hcGAS inh: -5; NPYLR7 agonist: 0

Results for COc1ccc(/C=C/C(=O)N2CCCC2c2nnc3c(C(F)(F)F)cccn23)cc1 (stereo not given) ?
hcGAS inh: -2; NPYLR7 agonist: 15; mcGAS inh: -5

How did O=C1NC(c2ccccc2)Nc2c1sc1nc3c(cc21)CCCC3 (stereo not given) do in these assays?
hcGAS inh: 4; NPYLR7 agonist: -2

How did O=C(CCCCl)N1CCC2(CC1)SCC(=O)N2c1cccc(C(F)(F)F)c1 do in these assays?
hcGAS inh: 5; NPYLR7 agonist: 1

How did CC1CCCCC12NC(=O)N(CCC#N)C2=O (stereo not given) do in these assays?
hcGAS inh: -9; NPYLR7 agonist: -1; mcGAS inh: -8

How did COc1ccc(-c2ccccc2NC(=O)C2CCCN2C(=O)c2cccnc2)cc1 (stereo not given) do in these assays?
hcGAS inh: -2; NPYLR7 agonist: -1

Results for CN(Cc1ccc(Sc2nncn2C)o1)C1CCCN(Cc2ccccc2F)C1 (stereo not given) ?
hcGAS inh: 4; NPYLR7 agonist: 2; mcGAS inh: -1

What do the screens show for `C=CCN(CC(=O)N1CCc2sccc2C1c1ccc(Cl)cc1)S(=O)(=O)c1ccc(F)cc1` (stereo not given)?
hcGAS inh: -6; NPYLR7 agonist: -3; mcGAS inh: -4

Results for CCOC(=O)N1CCN(C(=O)c2cc(-c3ccccc3)n(-c3ccc(F)cc3F)c2C)CC1 ?
hcGAS inh: 1; NPYLR7 agonist: -17; mcGAS inh: 0

How did Cc1sc2ncn(CCC(N)=O)c(=O)c2c1-c1ccccc1 do in these assays?
hcGAS inh: -1; NPYLR7 agonist: 0

What do the screens show for `COc1cc(OC)cc(-n2c(-c3ccco3)nc3nc4ccccc4nc32)c1`?
hcGAS inh: -7; NPYLR7 agonist: 5; mcGAS inh: -8

How did O=C(NCCSCc1ccco1)c1cc(-c2cccnc2)nc2ccccc12 do in these assays?
hcGAS inh: -2; NPYLR7 agonist: 6; mcGAS inh: -9

Quoted at random: 4 compounds from above.
How did COc1ccc(-c2ccccc2NC(=O)C2CCCN2C(=O)c2cccnc2)cc1 (stereo not given) do in these assays?
hcGAS inh: -2; NPYLR7 agonist: -1

What do the screens show for `C=CCN(CC(=O)N1CCc2sccc2C1c1ccc(Cl)cc1)S(=O)(=O)c1ccc(F)cc1` (stereo not given)?
hcGAS inh: -6; NPYLR7 agonist: -3; mcGAS inh: -4

How did Cc1sc2ncn(CCC(N)=O)c(=O)c2c1-c1ccccc1 do in these assays?
hcGAS inh: -1; NPYLR7 agonist: 0

Results for CCOC(=O)N1CCN(C(=O)c2cc(-c3ccccc3)n(-c3ccc(F)cc3F)c2C)CC1 ?
hcGAS inh: 1; NPYLR7 agonist: -17; mcGAS inh: 0

(cont.)
How did CC1(C(=O)NCc2ccccc2)Cc2c(-c3ccccc3)ccnc2O1 (stereo not given) do in these assays?
hcGAS inh: 1; NPYLR7 agonist: 0; mcGAS inh: -3

Results for C=CCO[C@H]1[C@H](NC(=O)CSC)c2ccccc2C12CCN(Cc1nc(C(C)C)cs1)CC2 ?
hcGAS inh: -7; NPYLR7 agonist: 12; mcGAS inh: -9

How did O=C(Cn1cccn1)NCc1nc(-c2cccc(F)c2)c(-c2ccccn2)[nH]1 do in these assays?
hcGAS inh: -1; NPYLR7 agonist: 3; mcGAS inh: 2

Results for O=C(NC1Cc2ccccc2C1)C1CCN(Cc2c(-c3ccco3)nc3ncccn23)CC1 ?
hcGAS inh: 1; NPYLR7 agonist: 3

How did C=CCN1CC(C(=O)N(CC=C)Cc2ccccc2C)CCC1=O (stereo not given) do in these assays?
hcGAS inh: 2; NPYLR7 agonist: 9

How did CCn1c(C)nnc1SCCNC(=O)c1csc(C)n1 do in these assays?
hcGAS inh: -11; NPYLR7 agonist: -3

What do the screens show for `Cn1cccc1-c1cc(C(=O)N2CCN(C/C=C/c3ccccc3)CC2)n(-c2ccc(Cl)c(Cl)c2)n1`?
hcGAS inh: -6; NPYLR7 agonist: -14; mcGAS inh: -3

Results for C=CCOC(CN1CCN(C(=O)c2cccc(F)c2F)CC1)c1cccc(N2CCCC2)c1 (stereo not given) ?
hcGAS inh: -8; NPYLR7 agonist: 4; mcGAS inh: -7

How did Cc1ccccc1Nc1oc2c(c1-c1cccc(Br)c1)c(=O)n(C)c(=O)n2C do in these assays?
hcGAS inh: -4; NPYLR7 agonist: -3; mcGAS inh: -9

What do the screens show for `Cc1cccc2c(=O)c(-c3ccc4c(c3)OCO4)c(NC(=O)C(C)C)oc12`?
hcGAS inh: 3; NPYLR7 agonist: 5
